Screening data: PubChem BioAssay, National Center for Advancing Translational Sciences (NCATS)
FEN1 inhibitor: human FEN1 inhibition; Potency, µM (series often up to 114 µM), for the others: top-dose activity change, negative = inhibition, actives largely listed as inhibitors; AID 588795; Recombinant FEN1 flap cleavage, fluorescence, 15 min; 0.35% of 390,000 active; active = well fitted inhibition curve with a large enough effect; inconclusive = small, poorly fitted or top-dose-only effect; inactive = no such curve, though single readings can be large or run the other way; note: nearly all actives have a fitted effect of over 65% in size
Target sequence (P39748 whole entry, looked up): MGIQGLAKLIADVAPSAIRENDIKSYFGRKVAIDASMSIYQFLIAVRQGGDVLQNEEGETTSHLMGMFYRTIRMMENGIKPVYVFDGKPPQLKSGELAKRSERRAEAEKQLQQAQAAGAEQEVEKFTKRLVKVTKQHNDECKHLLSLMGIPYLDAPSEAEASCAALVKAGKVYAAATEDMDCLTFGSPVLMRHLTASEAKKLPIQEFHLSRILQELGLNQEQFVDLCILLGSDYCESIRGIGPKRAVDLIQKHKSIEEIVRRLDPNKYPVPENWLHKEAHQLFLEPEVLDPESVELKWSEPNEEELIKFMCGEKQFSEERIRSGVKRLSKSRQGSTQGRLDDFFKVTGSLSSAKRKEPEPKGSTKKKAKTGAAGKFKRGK
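In this screen, 50 nM flap DNA substrate was added to 10 nM FEN1 pretreated with compound for 15 min at room temperature; cleavage was followed with reads at 0 and 15 min, and Hill fitting gave concentration–response parameters.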
Numbers without * were called inactive; ? = inconclusive; & = joins results of further samples. % is set by controls: 0 for no effect and ±100 for the full control effect; potency is the fitted concentration of half-maximal effect. Only part of the results is shown. The share of hits here may be higher or lower than overall.

structure,FEN1 inhibitor
NC(=O)c1ncn([C@@H]2O[C@H](CNCc3cnc(N4CCOCC4)nc3)[C@@H](O)[C@H]2O)n1,-2%
CN1OC[C@@H]2CN[C@H](c3cccc(-c4cc(Cl)cc(Cl)c4)c3)C[C@@H]21,-14%
Cc1ccc(C(=O)N2CCC(C(=O)c3ccc(F)cc3)CC2)cc1,-15%
Cc1noc(C)c1COc1ccccc1C(=O)N1CCN(S(=O)(=O)c2ccc(F)c(F)c2)CC1,18%
COC(=O)C1N[C@@H]([C@@H](NC(=O)COc2ccccc2)C(=O)NCc2ccsc2)SC1(C)C (stereo partly specified),15%&-4%
O=S(=O)(Nc1ccccc1-c1ccccc1)c1ccccc1,-21%
CCOc1ccc(-c2csc(C3COc4ccccc4O3)n2)cc1 (stereo unspecified),6%
O=C(CN1CCN(CC(=O)c2ccc(Cl)cc2)CC1)c1ccc(Cl)cc1,-8%
CC(C)CC(=NNC(=O)c1ccncc1)c1cc(Cl)ccc1O,1%
CN(C(=O)/C=C/c1ccc(F)cc1)C1CCCCC1,7%
CC(C)(C)OC(=O)N1CCCC(C(=O)Nc2cccc(C(=O)N3CCCCC3)c2)C1 (stereo unspecified),4%
Cc1ccc(O)c(NC(=S)NC(=O)c2ccc(-c3ccc(Cl)cc3)o2)c1,2%
COCCn1c(SCC(=O)NCC(c2ccccc2)N(C)C)nc2sc3c(c2c1=O)CCC3 (stereo unspecified),-4%
CCO[C@H]1OC(C(=O)O)=C[C@@H](c2cn(C(C)=O)c3ccccc23)[C@@H]1CCCO,-7%
Nc1c(C(=O)NC2CCCC2)c2nc3ccccc3nc2n1/N=C/c1cccnc1,-3%
Cc1cccc(NC(=O)c2cccc([N+](=O)[O-])c2O)c1C,1%
CN(C)CCCN(C(=O)c1nc2ccccc2s1)c1nc2ccc(F)cc2s1,-1%
C[n+]1ccc(CO)cc1,0%
NC(=S)NN=C(c1ccc(Br)cc1)C1CC1,-7%
O=c1[nH]c2c(c(=O)[nH]1)CCCCCC2,1%

Following part:
structure,FEN1 inhibitor
O=C(NNc1ccccc1)Nc1cc(Cl)ccc1Cl,12%
O=C1COc2c1ccc(O)c2O,-20%
CC1CC1C(=O)Nc1nc2ccc(Cl)cc2s1 (stereo unspecified),11%
CC(C)(C)S(=O)N1Cc2cc(CO)cc(-c3ccccc3)c2[C@H]1CCO (stereo partly specified),-5%
Cc1cc(=O)n(C(C)c2ccccc2)n1C(C)c1ccccc1 (stereo unspecified),2%
CC(=O)NCCNC(=O)c1cc(-c2cccc3ccccc23)nc2ccccc12,-10%
COc1ccc(CNCCCn2cnc(C(=O)Nc3ccc(C)c(C)c3)n2)cc1,-14%
COc1cccc(CN(CCC(C)C)S(=O)(=O)c2cc(Br)ccc2Br)c1,8%
CSc1ccc(/C=C2\C=Cc3cc([N+](=O)[O-])ccc32)cc1,-1%
C[C@@H](NS(=O)(=O)c1cc(Cl)ccc1F)[C@H](O)c1ccccc1,-8%
CC(C)(C)n1ncc2c(=O)n(Cc3ccc(F)cc3Cl)cnc21,5%
COc1cc(OCc2ccccc2)c(OC)c(OCc2ccccc2)c1,-22%
CC(=O)OCC(=O)C12OC(C)(C)OC1CC1C3CC=C4CC(O)CCC4(C)C3CCC12C (stereo unspecified),-5%
COc1ccc(CN(Cc2ccccc2)C(=O)C2CC2)cc1COc1ccc(NC(C)=O)cc1,-6%
CCC(=O)Nc1nonc1-c1nc2ccccc2n1Cc1ccc(Cl)c(Cl)c1,-6%
O=C(Nc1ccc(F)c([N+](=O)[O-])c1)C1CCCO1 (stereo unspecified),-16%
CN1CCc2c(sc3c2c(=O)n(-c2cccc(Cl)c2)c2nncn32)C1,0%
COc1ccccc1C(=O)Nc1ccc2ccccc2c1,-12%
Cc1cccc(C(C(C(=O)c2ccccc2)N2CCOCC2)N2CCOCC2)c1 (stereo unspecified),-15%
CN(C(=O)/C=C/c1ccccc1)C1CCCCC1,1%

3 entries out of the list, sorted by length of the SMILES, smallest number first:
structure,FEN1 inhibitor
O=C(CN1CCN(CC(=O)c2ccc(Cl)cc2)CC1)c1ccc(Cl)cc1,-8%
Cc1noc(C)c1COc1ccccc1C(=O)N1CCN(S(=O)(=O)c2ccc(F)c(F)c2)CC1,18%
NC(=O)c1ncn([C@@H]2O[C@H](CNCc3cnc(N4CCOCC4)nc3)[C@@H](O)[C@H]2O)n1,-2%

The listing continues.
structure,FEN1 inhibitor
Cc1ccc(CN2CC(C(=O)N(CC(C)C)c3c(N)n(Cc4ccccc4)c(=O)[nH]c3=O)CC2=O)cc1 (stereo unspecified),10%
CCCCCSc1nc2c(c(=O)[nH]c(=O)n2C)n1CC,2%
Cc1ccc(OC(=O)CCC(=O)Nc2ccc(C)c(C)c2)cc1,-12%
CCN(C(=O)COC(=O)c1ncc(Cl)c(Cl)c1Cl)c1c(N)n(Cc2ccccc2)c(=O)[nH]c1=O,6%
COc1ccc(C(=O)CN2C(=O)NC3(CCCCCC3)C2=O)cc1,0%
CC1(C)SC(C)(C)N(C=O)C1C(=O)O (stereo unspecified),-6%
CN(C)c1ccc(/C=C(/C#N)C(=O)Nc2nc3c(s2)CCN(Cc2ccccc2)C3)cc1,?
Cc1c(Cl)cccc1NC(=S)C(=C([O-])c1ccc(Cl)s1)[n+]1ccccc1,-20%
CS(=O)(=O)c1ccc(Cl)c(NC(=O)COC(=O)CCN2C(=O)C3CC=CCC3C2=O)c1 (stereo unspecified),3%
COCCNC(=O)C1Nc2ccc(OC(F)(F)F)cc2C2C=CCC12 (stereo unspecified),8%
O=S(=O)(c1ccc(F)cc1F)N1CCN(c2nc(-c3cccs3)nc3ccccc23)CC1,-1%
O=C(Oc1ccccc1)c1ccccc1,-13%
O=C(NCCNC(=O)c1ccccc1[N+](=O)[O-])c1ccccc1[N+](=O)[O-],-2%
CC(=O)C[C@H]1c2cc(C(F)(F)F)ccc2S(=O)(=O)N1C1CCCC1,-14%&0%
CC(C)C[C@@H](CN)NC(=O)c1nc[nH]c1C(=O)N[C@@H](C)C(=O)CNC[C@H](CC(C)C)NC(=O)c1nc[nH]c1C(=O)N[C@@H](CC(=O)O)C(=O)O,0%
CCN(C(=O)COC(=O)c1c2c(nc3ccccc13)CCC2)c1c(N)n(Cc2ccccc2)c(=O)[nH]c1=O,8%
Cc1ccnc(NC(c2ccccc2)c2ccc3cccnc3c2O)c1 (stereo unspecified),-18%
COP(=O)(OC)c1ccc(NCc2cc(O)ccc2O)cc1,79µM*
CSc1nc2[nH]c(=O)n(O)c(=O)c2n1Cc1ccccc1,-105%
O=C(O)c1c[nH]c2ccc([N+](=O)[O-])cc2c1=O,?

Next entries
structure,FEN1 inhibitor
COc1ccc(CCNC(=O)C2CCN(Cc3nc(-c4ccc(Cl)cc4)oc3C)CC2)cc1OC,14%
O=C(O)CCCCCN1C(=O)/C(=C/c2cn(-c3ccccc3)nc2-c2cccs2)SC1=S,-9%
NC(=S)NN=C1c2cc(Cl)ccc2-c2c1cc(Cl)cc2[N+](=O)[O-],1%
O=c1[nH]cnc2n[nH]nc12,5%
COc1cccc(NC(=O)CN(C)C(=O)c2cc(S(=O)(=O)Nc3ccccc3OC)ccc2C)c1,-21%
CC(C)CCN1CCC(CN2C(=S)NC[C@@H]2Cc2ccccc2)CC1,-1%
CNCC(=O)c1c[nH]c2ccccc12,13%
CN(C)c1ccc(/C=C/c2nc3ccccc3s2)cc1Cl,?
COc1ccccc1NC(=O)c1nc(SCc2ccccc2F)ncc1Cl,2%
CN(NC(=O)Nc1ccc(Cl)cc1)c1ncc(C(F)(F)F)cc1Cl,-13%
CC1(C)OC2CC3C4CC=C5CC(O)CCC5(C)C4CCC3(C)C2(C(=O)CO)O1 (stereo unspecified),12%
CC1=Nc2nc(N3CCCCCC3)c(C#N)c3c4c(nc(c23)N1)N(c1ccc2ccccc2c1)C(=O)C4,-10%
Cc1ccc(NC(=O)COC(=O)c2ccc(OC(F)F)cc2)cc1S(=O)(=O)N1CCCCC1,-23%
COc1cc(/C=N/NC(=O)c2ccoc2C)cc(OC)c1OC,-19%
CCOC(=O)N1CCN(C(=O)C2CCCN(c3ncnc4c3sc3cccc(F)c34)C2)CC1 (stereo unspecified),-5%
CC1(C)Nc2cccc3cccc(c23)N1,10%
COCCN(C(=O)c1cc(-c2ccccc2Cl)nc2ccccc12)c1c(N)n(CC(C)C)c(=O)[nH]c1=O,2%
NC(=O)C1=C[C@@H](C2CCCCC2)C[C@@H](OCc2ccc(CO)cc2)O1,-21%
CC1CCCN1c1ccnc2cc(Cl)ccc12 (stereo unspecified),-8%
O=C(Oc1ccccc1)c1ccccc1C(=O)Oc1ccccc1,2%

(list continues)
structure,FEN1 inhibitor
O=C(NCCc1nc2ccccc2n1CCCOc1ccccc1)C1CCCCC1,2%
COc1cccc2nc3c(C(=O)NCCN(C)C)cccc3cc12,13µM*
CCOC(=O)c1ccc2[nH]c(C)c(C)c2c1,-9%
COc1ccc(C2CC(=O)c3c(O)cc(O)cc3O2)c(CC=C(C)C)c1OC (stereo unspecified),2%
Cc1ccc(C2(C)NC(=O)N(CC(=O)NCCN3C(=O)S/C(=C\c4cccnc4)C3=O)C2=O)cc1 (stereo unspecified),?
C=C(C)C(=O)Oc1ccc(N=Nc2ccc(C)cc2)ccc1=O,?
Nc1ccc(/C=C/c2ccnc3ccccc23)cc1,-7%
COc1ccc(NC(=O)c2oc3ccccc3c2NC(=O)c2ccc(OC)c(OC)c2)c(OC)c1,-2%
C1=Cc2ccccc2/C1=C\c1cc2c3c(c1)CCCN3CCC2,-31%
CC(CCCN(C)C)C(Cc1ccccc1)c1ccccc1 (stereo unspecified),0%
O=C1CC(c2ccc(O)cc2)Oc2cc(O)ccc21 (stereo unspecified),11%
CN(C)S(=O)(=O)c1ccc(/C(O)=C2/C(=O)C(=O)N(CCCN3CCOCC3)C2c2ccncc2)cc1 (stereo unspecified),12%
COc1ccccc1C1N=C(Nc2nc3ccccc3o2)NC2=C1C(=O)CC(C)(C)C2 (stereo unspecified),-13%
c1csc(CNc2ncnc3sccc23)c1,6%
CCOc1ccccc1NC(=O)c1nc(SCc2ccccc2F)ncc1Cl,-6%
CCOC(=O)c1[nH]c(C)c(/C(O)=C2\C(=O)C(=O)N(CCCN(CC)CC)C2c2cccnc2)c1C (stereo unspecified),1%
Cc1ccc(Nc2n[nH]c(=S)s2)cc1F,-5%
O=C(Nc1ccc2ccccc2c1)c1cccc2ccccc12,-2%
CC(C)c1ccc(Cn2cnc3c(cnn3C(C)(C)C)c2=O)cc1,-18%
O=c1c2ccccc2c(=O)n(-c2ccccc2)n1CCCCBr,0%

Shown with each value named: four of the compounds above
> Cc1ccc(Nc2n[nH]c(=S)s2)cc1F
  FEN1 inhibitor: -5%
> COc1ccccc1C1N=C(Nc2nc3ccccc3o2)NC2=C1C(=O)CC(C)(C)C2 (stereo unspecified)
  FEN1 inhibitor: -13%
> COc1ccc(C2CC(=O)c3c(O)cc(O)cc3O2)c(CC=C(C)C)c1OC (stereo unspecified)
  FEN1 inhibitor: 2%
> COc1ccc(NC(=O)c2oc3ccccc3c2NC(=O)c2ccc(OC)c(OC)c2)c(OC)c1
  FEN1 inhibitor: -2%

Other structures:
structure,FEN1 inhibitor
Nc1[nH]c(=O)[nH]c(=O)c1N=Cc1ccccc1,2%
CC1(C)OB(c2cnc(C#N)nc2)OC1(C)C,18%
O=[N+]([O-])c1ccc(-c2cn3c(n2)SCC3)cc1,-15%
CCn1c(SC(C)C(=O)Nc2ccc(C)cc2)nnc1-c1ccccc1 (stereo unspecified),0%
Cc1ccc(S(=O)(=O)Nc2ccccc2N=Cc2ccc([N+](=O)[O-])cc2[N+](=O)[O-])cc1,7%
O=C1CCC[C@@H]2C[C@@]3(C[C@@H]4CCN1[C@H]24)Nc1cc([N+](=O)[O-])ccc1NC3=NC1CCCCC1,12%&5%
CC1(C)OC(=O)C2(Cc3ccc(Br)cc3N3CCCCC32)C(=O)O1 (stereo unspecified),-17%
O=C(Nc1ccc(F)cc1)Nc1cccc(Br)c1,0%
Nc1ccccc1/C=C/c1ccccc1N,-14%
O=C1c2ccccc2C(=O)N1CCc1ccccc1,1%
CCN(c1ccccc1)S(=O)(=O)c1cccc(C(=O)NCC(c2ccco2)N2CCCCC2)c1 (stereo unspecified),-9%
C[C@@H]1[C@H](c2ccccc2)OCCS(=O)(=O)N1Cc1cccc(C(F)(F)F)c1,-3%
CCOc1ccc(NS(=O)(=O)c2ccc(C(=O)N3CCC3)cc2)cc1,4%
C[N+]1(CC(=O)c2ccc(Oc3ccc(C(=O)C[N+]4(C)CCOCC4)cc3)cc2)CCOCC1,-10%
CCOc1cc(NC(=O)c2ccco2)c(OCC)cc1NC(=O)COc1ccccc1C,14%
COCCn1c(-c2ccc(C)cc2)nc2c(c(=O)c3ccccc3n2C)c1=O,24%
Cc1cc(C)nc(SCC(=O)Nc2ccc(S(=O)(=O)Nc3cc(C)on3)cc2)n1,2%
COc1cc2c(cc1NC(=O)C(Cl)Cl)-c1ccc(NC(=O)C(Cl)Cl)cc1C2,-17%
O=c1cc(C(O)C[N+](=O)[O-])occ1OCc1ccccc1 (stereo unspecified),-8%
O=C1C=CC(c2ccccc2)(c2ccccc2)CC1,11%
COc1cc2nc(Cl)nc(NC3CCN(Cc4ccccc4)CC3)c2cc1OC,-10%
CCOc1ccc(NC(=O)CN(C)C(=O)c2cn(-c3ccc(C)cc3)nc2-c2cccc(OC)c2)cc1OCC,-13%
